# Ecoli viability: E. coli V3065 growth inhibition, primary screen, counter-screen for AddAB inhibitor project, absorbance, OD600 | 18 h | inhibition, % at 11.9 µM | 330,000 compounds, 0.27% hits | AID 449728, 2010;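 active = inhibition above the campaign's mean inhibition across all tested compounds plus 3 SD, cut at about 9.9% in these data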;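 also: uninfected addAB+ strain grown without phage in ampicillin broth; 0% = DMSO wells and 100% = ciprofloxacin 0.95 µg/ml wells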
# Pemphigus Ab inh: inhibitors of pemphigus antibody binding to DSG3, primary screen, biochemical, bead-based, flow cytometry, scFv-GFP | Desmoglein-3 (Homo sapiens), P32926 | binding (percent of control), % at 10 µM | DSG3-coupled beads, scFv-anti-DSG3-GFP binding; hits give low values | 310,000 compounds, 0.48% hits;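 active = binding more than 3 SD below its plate's average and above zero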;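 also: hits lower antibody fragment binding to DSG3; some compounds called inactive have numbers as strong as hits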
# Target sequence (P32926 whole entry, looked up, the tested form may be a part): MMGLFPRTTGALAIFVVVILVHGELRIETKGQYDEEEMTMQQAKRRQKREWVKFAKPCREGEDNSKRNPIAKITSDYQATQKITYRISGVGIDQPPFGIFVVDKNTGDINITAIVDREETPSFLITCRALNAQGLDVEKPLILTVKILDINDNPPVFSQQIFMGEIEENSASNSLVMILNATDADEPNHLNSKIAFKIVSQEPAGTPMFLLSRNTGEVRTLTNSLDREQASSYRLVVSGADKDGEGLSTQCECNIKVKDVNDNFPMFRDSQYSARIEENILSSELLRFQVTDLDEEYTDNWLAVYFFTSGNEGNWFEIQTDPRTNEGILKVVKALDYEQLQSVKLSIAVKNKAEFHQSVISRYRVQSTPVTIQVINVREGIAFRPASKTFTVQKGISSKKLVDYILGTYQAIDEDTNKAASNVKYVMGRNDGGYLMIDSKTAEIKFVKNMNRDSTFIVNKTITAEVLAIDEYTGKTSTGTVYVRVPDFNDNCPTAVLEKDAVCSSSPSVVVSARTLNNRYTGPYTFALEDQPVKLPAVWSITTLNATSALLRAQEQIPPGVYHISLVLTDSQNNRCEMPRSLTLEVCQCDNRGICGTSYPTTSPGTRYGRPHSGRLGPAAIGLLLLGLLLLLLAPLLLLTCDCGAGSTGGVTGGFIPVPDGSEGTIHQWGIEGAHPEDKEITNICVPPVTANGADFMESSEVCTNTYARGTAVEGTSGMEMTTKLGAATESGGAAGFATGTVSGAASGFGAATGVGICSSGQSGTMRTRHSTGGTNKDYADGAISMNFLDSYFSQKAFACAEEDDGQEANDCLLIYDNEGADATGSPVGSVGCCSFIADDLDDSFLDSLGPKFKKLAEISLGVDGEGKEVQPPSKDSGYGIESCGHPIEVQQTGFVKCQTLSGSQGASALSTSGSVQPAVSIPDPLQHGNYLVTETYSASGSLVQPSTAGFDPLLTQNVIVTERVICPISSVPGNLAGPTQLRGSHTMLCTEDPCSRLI
# PKA-R1A act: activators of PKA-R1A holoenzyme, primary screen, biochemical, fluorescence polarization, Cy5-IP20, bovine R1A, mouse PKAc. 340,000 compounds, 0.083% hits. PKA-R1A dissociation; scaled: DMSO 0%, 113 µM cGMP 100%. activation, % at 11.4 µM;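 active = percent activation above the mean of all tested compounds plus 3 SD, cut at about 19% in these data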;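 also: higher means more PKAc released from R1A so a rise in polarization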
# Arr AP2 block: inhibitors of beta-arrestin/AP2 binding, primary screen, biochemical, GPCR trafficking, flow cytometry; inhibition, % at 10 µM; FITC-arrestin peptide / GST-AP2 beads; AP2 beta2 appendage carries R879A mutation; 340,000 compounds, 0.31% hits; beta-arrestin 1 C-terminal peptide binding to AP2 beta2-adaptin appendage (human);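 active = inhibition above a set limit, near 3 SD of compounds lacking own fluorescence, cut at about 54% in these data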;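 also: plate controls were DMSO wells for no effect and 5 µM unlabelled arrestin peptide for full effect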
#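 Material – AP2 appendage R879A on GSH beads · Buffer or medium – PBS with 0.05% Tween 20 and 0.1% BSA · Probe or stimulus – fluorescein-tagged arrestin peptide at 50 nM final · Incubation – compound with beads 12 min RT, then probe 1 h RT · Detection – high-throughput flow cytometry of beads, ex 488, em 535 nm · Evaluation – percent response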
# MOR-DOR inv ag: inverse agonists of MOR-DOR heterodimerization, primary screen, cell-based, luminescence; 340,000 compounds, 0.21% hits; Mu-type opioid receptor (Homo sapiens) + Delta-type opioid receptor (Homo sapiens), …; AID 504357, 2011; cell-based MOR-DOR heterodimer luminescence, inverse agonism; inhibition, % at 9.3 µM; in the data active = inhibition above about 22%, passing the limit was not always enough;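 also: 0% = cells with DMSO and 100% = wells without cells with DMSO; values of inactives mirror those of a sister screen read the other way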
# PfHsp90 set2: growth inhibition of PfHsp90-expressing yeast, primary screen, antimalarial PfHsp90 inhibitor project, S. cerevisiae, BacTiter-Glo luminescence, single point, set 2 | BacTiter-Glo ATP, 48 h; yeast lacking PDR1 and PDR3 efflux regulators | 310,000 compounds, 0.32% hits | inhibition, % at 9.4 µM;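 active = every replicate shows inhibition above about 80%, whatever the replicate mean, limit read from the data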;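 also: 0% = DMSO neutral controls and 100% = 20 µM radicicol positive controls; yeast relying on Plasmodium falciparum Hsp90 in place of its own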
# MOR-DOR ag: agonists of OPRM1-OPRD1 heterodimerization, primary screen, cell-based, luminescence; Mu-type opioid receptor (Homo sapiens) + Delta-type opioid receptor (Homo sapiens), …; cells; activation, % at 9.3 µM; 340,000 compounds, 0.3% hits; AID 504326, 2011; in the data active = activation above about 18%;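 also: 0% = vehicle-treated cells and 100% = reference agonist; values of inactives mirror those of a sister screen read the other way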
# Mot1-301 SUMO: yeast Mot1-301 growth rescue at high temperature, primary screen, SUMOylation pathway inhibitor project, S. cerevisiae, ATP luminescence, 38.5C; AID 2716, 2010; growth rescue, % at 18.8 µM; S. cerevisiae Mot1-301 growth rescue; percent above DMSO median, 100 means doubled; 320,000 compounds, 1% hits;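 active = every valid replicate shows activation above 250% relative to neutral control wells; inactive = the rest, any valid replicate at or below 250%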;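 also: OY570 slx delta 5 strain wells were the positive control but not used for scaling; some compounds called inactive have numbers as strong as hits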
# phage Ecoli inh: growth loss of phage-infected E. coli, primary screen, RecBCD inhibitor project, absorbance, with phage, HTS; inhibition, % at 11.9 µM; 360,000 compounds, 0.26% hits; in the data active = inhibition above about 11%
# AddAB inh: growth inhibition of E. coli expressing H. pylori AddAB, primary screen, AddAB inhibitor project, absorbance. inhibition, % at 11.9 µM. 330,000 compounds, 0.29% hits; in the data active = inhibition above about 12%;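 also: 0% = vehicle wells of infected cells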
# Tat transport: E. coli Tat export inhibitors, primary screen, MC4100, TorA-mCherry reporter, fluorescence, single point. 340,000 compounds, 0.036% hits. inhibition, % at 10 µM;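 active = mean replicate inhibition at least 50% and at least half of replicates individually reaching 50%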;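 also: exported cargo escapes ClpAP degradation while cytoplasmic cargo is degraded and loses fluorescence; 0% = median of neutral control wells and 100% = median of NaSCN control wells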
# Active calls of the source: *; . = not tested or not shown.
mol	PKA-R1A act	Pemphigus Ab inh	AddAB inh	Arr AP2 block	Tat transport	PfHsp90 set2	Mot1-301 SUMO	MOR-DOR ag	phage Ecoli inh	Ecoli viability	MOR-DOR inv ag
Cc1cc(Nc2ncc(Cl)cc2Cl)n(-c2ccccn2)n1	-8.2	70.4	.	26.6	3.9	-5.8	.	-0.6	1.6	.	3.1
COC(=O)CSc1[nH]c2ccc(Br)cc2c1[N+](=O)[O-]	1.6	100.3	1.2	-4.5	-7.4	-0.2	6.2	-3.9	1.8	0.6	20.2
O=C(c1ccc(CNS(=O)(=O)c2ccc(Br)cc2)cc1)N1CCCCC1	-6.5	112.8	0.9	-6.5	-5.6	-20.8	-2.7	2.1	1.1	-0.6	-10.4
S=C(NCc1ccccc1)Nc1cccc2ccccc12	4.7	98.1	1.2	8.0	-7.9	-19.2	4.3	1.0	1.1	-0.8	-5.2
Cc1cc(OC(=O)N2CCCCC2)cc(C)c1Cl	-6.8	97.9	-0.7	3.1	1.9	9.4	19.3	10.0	2.6	1.9	-54.0
Cc1cc(Cl)ccc1NC(=S)NCc1ccco1	2.5	100.8	2.1	-0.1	-0.3	13.9	8.5	-0.5	1.8	0.2	2.6
O=C(NC1CCCCCC1)C(=S)NC1CCCCC1	7.0	97.3	5.8	-33.0	-6.7	7.3	-9.7	-1.7	2.0	-0.9	9.0
O=C(O)c1cc(-c2cccs2)nn1-c1ccccc1	-4.7	110.2	-0.5	16.3	-7.2	.	47.3	-3.2	-0.7	-0.2	15.8
Cc1ccc(-c2ccccc2NC(=O)C2C3C=CC(C3)C2C(=O)O)o1 (stereo not drawn)	-3.5	101.5	3.8	-4.2	-0.2	3.2	-18.8	-5.8	2.5	1.6	34.5*
O=P(O)(O)C(O)C(F)(F)C(F)(F)C(F)(F)C(F)F (stereo not drawn)	3.1	105.4	0.5	3.1	-1.7	9.9	342.3	-1.8	1.2	-0.7	9.7
Cc1ccccc1NC(=S)NCCc1ccccc1	-5.1	96.3	0.9	-16.0	1.2	-21.3	10.3	-1.6	3.3	0.3	9.3
O=C(c1ccccn1)N1CCN(S(=O)(=O)c2ccc3ccccc3c2)CC1	-13.7	115.9	0.5	-14.2	22.6	-4.3	180.6	-0.6	2.3	0.9	2.6
CC(C)C(NC(=O)c1c(F)cccc1F)C(=O)NC1CC(C)(C)NC(C)(C)C1 (stereo not drawn)	-1.6	112.7	2.0	-7.1	10.8	-26.6	-4.4	-2.5	0.7	-0.1	13.6
COc1ccc(S(=O)(=O)NC(C)C(=O)Nc2cccc(C(C)=O)c2)cc1 (stereo not drawn)	13.5	.	4.6	-4.8	-0.7	35.9	6.8	0.1	1.1	-1.6	-0.4
COC(=O)C1(CC2CC(c3ccccc3)=NO2)CCN(C(=O)OC(C)(C)C)CC1 (stereo not drawn)	0.7	107.2	1.1	-9.4	-0.6	.	4.6	1.0	1.1	-1.7	-5.3
O=S(=O)(NCc1ccccc1F)c1cccc(S(=O)(=O)N2CCOCC2)c1	-2.3	108.5	1.5	-9.2	12.8	22.1	8.9	-1.9	3.5	-2.4	10.1
c1ccc([C@H]2CC3C[C@@H](c4ccccc4)N2O3)cc1	-7.0	102.0	3.0	15.5	4.4	4.5	14.8	-1.0	-2.5	2.9	4.6
Cc1cc(F)ccc1S(=O)(=O)N1CCCOC1CNC(=O)C(=O)NCC(C)C (stereo not drawn)	9.3	106.7	-3.8	5.2	-0.7	14.1	-5.4	-2.0	-1.1	0.2	8.2
COc1ccc(NC(=O)CN(C)CC(=O)Nc2cccc(C(F)(F)F)c2)cc1	4.3	118.1	3.5	-18.0	3.5	3.1	-10.6	-0.4	4.3	-1.8	2.0
COC(=O)c1ccnc(/C=N/O)c1	2.5	105.0	2.1	-8.4	4.1	17.4	5.7	1.6	-0.5	0.6	-10.2
CCOc1cc(C)nc(N2CCC(C(=O)Nc3ccccc3OCC)CC2)n1	7.9	100.0	3.5	-4.5	-1.5	-10.1	200.5	-1.0	0.0	1.2	6.0
COc1ccc(C(=O)C(CN2CCCC2)c2ccccc2)cc1 (stereo not drawn)	-4.5	110.1	-2.3	4.3	3.3	0.4	-6.0	-1.3	0.2	-3.5	6.6
CCOc1ccc(OCC)c(NC(=O)CCSCCc2ccccn2)c1	-18.1	87.0	1.3	1.7	0.5	4.9	3.0	-2.9	2.0	1.8	15.2
CN(C)c1nc(N)c([N+](=O)[O-])c(NCCO)n1	5.7	121.1	1.8	4.2	6.5	-22.1	-19.9	-3.3	3.4	0.0	17.7
Cc1csc(NC(=O)c2ccc(COc3ccccc3)o2)n1	-8.6	104.7	3.9	27.2	3.4	-17.5	36.4	-1.6	2.4	0.9	8.4
N/C(=N\OC(=O)CCC1CCCC1)c1cccc([N+](=O)[O-])c1	-5.2	94.1	-1.4	20.2	-1.3	-0.9	1.9	2.7	3.2	-2.6	-17.0
CC(C)N(C(=O)COC(=O)c1ccccc1C(=O)N1CCN(c2ccc(F)cc2)CC1)C(C)C	-5.4	104.6	1.9	1.9	1.9	.	-6.4	-1.8	2.8	-2.8	9.3
CN1C(=O)Cc2cc(S(=O)(=O)N3CCN(c4ccccc4F)CC3)ccc21	8.1	99.4	-1.5	6.4	2.5	-7.2	20.1	0.0	4.1	-3.0	-0.2
COc1ccccc1N1CCN(C(=O)C2CCCN(S(=O)(=O)c3ccc4c(c3)CCCN4C(C)=O)C2)CC1 (stereo not drawn)	0.6	116.1	-0.5	-20.0	5.6	-12.3	-0.2	4.1	1.8	-2.1	-20.5
COc1ccc(C(=O)NC2CC2)cc1OC1CCN(Cc2ccc(F)c(F)c2)CC1	-0.8	92.8	1.9	-6.4	2.2	-13.8	7.1	-2.2	0.2	-2.1	11.6
COc1ccc(N(CC(=O)NCc2ccc(Cl)cc2)S(=O)(=O)c2c(C)nn(C)c2C)cc1	-1.9	94.5	0.8	-7.9	3.6	12.6	-0.7	-1.6	-1.1	-3.2	8.1
O=c1ccc2ccc(O)cc2o1	-5.8	99.6	.	-6.7	-5.5	-3.5	.	-2.3	3.7	.	11.4
CC1CC(CC(=O)NNc2nc(-c3ccccc3)cs2)C(=O)O1 (stereo not drawn)	5.1	94.7	-1.6	-6.4	8.7	19.3	-9.9	-0.4	1.6	2.2	2.1
CCn1nc(C)c(CN2CCN(Cc3ccsc3)C(CCO)C2)c1C (stereo not drawn)	-1.6	122.1	1.8	-7.3	-6.0	.	-7.3	0.0	2.1	1.5	-0.1
COc1cc(NC(=O)c2cc(C(C)C)on2)cc(OC)c1OC	-11.8	105.6	-0.8	-1.0	-6.9	-6.7	9.5	-0.7	2.9	4.3	4.0
NS(=O)(=O)c1ccc(CCNC(=O)/C=C/c2ccccc2[N+](=O)[O-])cc1	-8.8	96.8	1.4	3.3	13.8	4.8	-3.3	-2.4	3.3	0.0	12.8
CC1C2CC(C/C2=N/NC(=O)c2cccs2)C1(C)C (stereo not drawn)	-3.1	87.6	1.7	4.3	-8.1	-26.2	-4.3	-0.5	-0.1	-1.6	3.8
Cc1nc(N)sc1-c1csc(Nc2ncccn2)n1	-1.2	-54.0*	.	15.1	-4.7	-21.4	.	15.4	-2.2	.	-70.7
Cc1cc(C(=O)Nc2ccc(C)c(S(=O)(=O)N3CCOCC3)c2)c2ccccc2n1	-3.0	93.5	1.1	-19.4	-5.7	-5.6	9.9	-2.7	3.2	-0.9	10.5
O=C(/C=C/Nc1cccc([N+](=O)[O-])c1)c1cccs1	-9.6	95.6	4.0	6.4	-6.4	20.8	17.2	-2.4	0.5	-0.2	10.5
COc1ccccc1NC(=O)Cn1c(=O)n(CCc2c[nH]c3ccccc23)c(=O)c2cccnc21	-12.0	99.0	0.2	3.2	3.0	-4.9	0.9	-0.8	-1.3	0.1	4.0
N/C(=N\OC(=O)Cc1cccc2ccccc12)c1ccccn1	-9.3	101.1	-0.1	-15.3	-0.3	-0.9	-16.8	-0.5	2.5	2.1	2.3
CCn1nc(C(=O)OCC(=O)N(CCC#N)c2ccccc2)c2ccccc2c1=O	0.0	97.9	-1.0	-16.1	-1.4	-20.7	-1.7	-0.9	2.9	-2.6	3.6
COc1ccccc1/C=N/NC(=O)c1ccccc1NS(=O)(=O)c1ccc(C)cc1	6.0	92.4	-1.1	7.4	-3.2	-6.0	8.9	-1.3	3.4	-0.2	6.4
O=C(/C=C/c1ccco1)NC1CCCC1	0.5	104.6	5.9	15.1	-6.1	-6.1	693.5*	-0.9	2.7	3.4	5.1
Cc1ccccc1C1=N/C(=C/c2cccnc2)C(=O)O1	-7.1	84.9	2.3	3.4	-1.2	-33.0	20.5	-2.0	2.5	-0.3	10.2
CS(=O)(=O)N1CCN(c2ccc(NC(=S)NC(=O)c3ccc4c(c3)OCO4)cc2)CC1	-1.6	99.2	2.1	44.0	-6.2	-6.5	-14.2	-1.0	2.3	-0.2	5.9
CN(C)C(=O)CN1c2cccc3cccc(c23)S1(=O)=O	10.7	98.8	-0.7	-4.9	-1.6	-16.2	275.0	-1.7	0.9	-1.6	8.3
C=CCSc1nnc(Cc2cc(=O)[nH]c(=O)[nH]2)n1-c1cc(C)ccc1C	4.9	102.1	2.8	1.6	13.7	.	0.6	-0.2	1.1	1.1	1.4
O=C(c1cn(-c2ccccc2)nc1-c1cccnc1)N1CCN(S(=O)(=O)c2cccc(F)c2)CC1	-7.8	94.6	-2.2	31.2	-1.6	.	-9.4	-1.3	1.4	-0.7	5.7
O=C(Nc1ccccc1N1CCOCC1)C1CCN(S(=O)(=O)c2ccc(Cl)cc2)CC1	-11.3	99.8	-0.1	32.9	1.3	-6.8	-3.3	-3.3	1.1	-1.0	17.6

# Compounds were not picked by outcome; overall some 2.8% were active at least once.
